Screens: PubChem BioAssay, several laboratories
MEP2-GFP yeast – modulators of MEP2-GFP levels in yeast, primary screen, S. cerevisiae, multiplex flow cytometry, MLPCN library; S. cerevisiae MEP2-GFP strain, 3 h; 100% = DMSO control level; GFP response vs DMSO, % at 10 µM; actives 0.51% (n = 330,000);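 active = GFP response versus DMSO above a set limit, roughly screen mean plus 3 SD, cut at about 180% in these data; inconclusive = fewer than 70 cells counted for a yeast strain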;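 also: median GFP fluorescence of the barcode-gated MEP2-GFP cells per well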
proCasp7 act – procaspase-7 activators, primary screen, counter-screen for procaspase-3 activator project, biochemical, absorbance, HTS, human; recombinant procaspase-7, Ac-DEVD-pNA absorbance 405 nm; D23A/D198A/D206A triple mutant, cannot self-cleave; scale: DMSO 0, 5 µM enzyme 100; activation, % at 8.5 µM; actives 0.093% (n = 330,000); AID 463210, 2010;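 active = percent activation above the screen-wide mean plus 3 SD, cut at about 25% in these data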
Target sequence (P55210 whole entry D23A/D198A/D206A): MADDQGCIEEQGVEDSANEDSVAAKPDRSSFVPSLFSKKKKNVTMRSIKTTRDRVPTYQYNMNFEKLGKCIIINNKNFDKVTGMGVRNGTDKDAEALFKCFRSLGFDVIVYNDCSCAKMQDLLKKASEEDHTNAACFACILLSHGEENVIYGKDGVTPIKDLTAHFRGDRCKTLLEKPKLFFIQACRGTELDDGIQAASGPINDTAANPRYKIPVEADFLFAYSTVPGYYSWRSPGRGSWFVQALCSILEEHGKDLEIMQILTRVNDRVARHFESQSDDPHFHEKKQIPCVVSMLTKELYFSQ
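Assay system: Uncleavable procaspase-7 mutant enzyme | Input: 2 µM procaspase-7 mutant as dispensed | Timing: 1 h compound preincubation, 2 h substrate cleavage, 25 °C | Repeats: One well per compound | Control set: DMSO wells as 0%, DMSO with 5 µM added PC-7 as 100% | Technique: Epi-absorbance of released pNA at 405 nm, two timepoints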
CIT2-GFP yeast – modulators of CIT2-GFP expression in yeast, primary screen, S. cerevisiae, GFP fusion, multiplex flow cytometry, MLPCN library; S. cerevisiae CIT2-GFP strain, 3 h; 100 means same as DMSO wells; GFP response vs DMSO, % at 10 µM; actives 0.065% (n = 320,000);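 active = GFP response relative to DMSO above a set limit, near the screen mean plus 3 SD, cut at about 150% in these data; inconclusive = Fewer than 70 cells measured for a yeast strain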;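 also: ratio of well median GFP fluorescence to mean of DMSO wells on the plate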
AGP1-GFP MLPCN – modulators of AGP1-GFP expression in yeast TOR pathway, primary screen, cell-based, multiplex flow cytometry, S. cerevisiae, MLPCN library; 3 h; GFP as percent of DMSO wells; GFP response vs DMSO, % at 10 µM; actives 0.02% (n = 320,000); AID 2066, 2009;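 active = GFP response relative to DMSO above a set limit, near screen average plus 3 SD, cut at about 150% in these data; inconclusive = fewer than 70 cells counted for the yeast strain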;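 also: median GFP channel fluorescence of the gated AGP1 strain per well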
AHR act – AHR activators, primary screen, cell-based, luminescence, luciferase reporter, human. AID 2796, 2010. activation, % at 5 µM. AHR-responsive luciferase reporter cells. actives 2.5% (n = 320,000). Aryl hydrocarbon receptor (Homo sapiens), P35869; in the data active = activation above about 47%;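 also: 0% = vehicle wells and 100% = reference agonist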
RPL19A-GFP yeast – RPL19A-GFP expression modulators in yeast, primary screen, cell-based, S. cerevisiae, multiplex flow cytometry, MLPCN. actives 0.3% (n = 330,000). AID 2025, 2009. S. cerevisiae RPL19A-GFP strain, 3 h; active compounds read low. percent response vs DMSO, % at 10 µM;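 active = percent response vs DMSO below 50%; inconclusive = fewer than 70 events counted for the yeast strain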;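 also: median channel GFP fluorescence of the barcoded RPL19A-GFP strain; ratio of sample median GFP to plate DMSO average so 100% = DMSO; lower means less RPL19A-GFP as with rapamycin TOR inhibition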
LAP4 TOR yeast – modulators of LAP4-GFP expression in yeast, primary screen, S. cerevisiae, multiplex flow cytometry, MLPCN library | 3 h; median GFP as percent of DMSO wells | AID 2023, 2009 | GFP response vs DMSO, % at 10 µM | actives 0.34% (n = 320,000);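 active = GFP response vs DMSO above a set limit, about the screen mean plus 3 SD, cut at about 150% in these data; inconclusive = under 70 cell events counted for the yeast strain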
procasp3 activ – activators of human procaspase-3 D3A mutant, primary screen, biochemical, absorbance, PC-3 D3A mutant, single concentration; Caspase-3 (Homo sapiens), P42574; recombinant procaspase-3 D3A, Ac-DEVD-pNA absorbance 405 nm; activation, % at 8.5 µM; actives 0.11% (n = 330,000); AID 463141, 2010;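 active = activation above the mean of all tested compounds plus 3 SD, cut at about 21% in these data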;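 also: 0% = DMSO alone and 100% = DMSO wells spiked with extra 5 µM PC-3 D3A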
Target sequence (P42574 whole entry D9A/D28A/D175A): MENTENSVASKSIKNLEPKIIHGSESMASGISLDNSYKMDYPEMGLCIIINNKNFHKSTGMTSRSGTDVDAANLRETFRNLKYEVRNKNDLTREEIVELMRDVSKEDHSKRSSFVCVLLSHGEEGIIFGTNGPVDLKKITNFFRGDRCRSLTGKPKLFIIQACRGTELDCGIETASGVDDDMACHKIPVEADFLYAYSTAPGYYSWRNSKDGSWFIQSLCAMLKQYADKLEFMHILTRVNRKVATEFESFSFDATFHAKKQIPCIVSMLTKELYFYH
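Evaluation: percent activation relative to control range; Material: Procaspase-3 D3A mutant, all three cleavage aspartates alanine; Compound: single dose, 8.5 µM nominal compound, 0.8% DMSO; Replication: one well per compound; Signal: absorbance at 405 nm, 0 and 120 min; Schedule: 1 h preincubation plus 2 h reaction at 25 °C.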
Numbers without * were called inactive; ? = inconclusive; · = not tested or not shown; [ ] = dose if it differs, or a comment.

SMILES	MEP2-GFP yeast	proCasp7 act	CIT2-GFP yeast	AGP1-GFP MLPCN	AHR act	RPL19A-GFP yeast	LAP4 TOR yeast	procasp3 activ
O=C(c1cccnc1)N(c1cc2sc(=O)oc2c2ccccc12)S(=O)(=O)c1ccccc1	112	-29	64	43	34	99	94	-29
CCNC(=S)N/N=C(\C)c1ccco1	101	4	94	90	4	96	90	-5
Cc1ccc(C(NC(=O)NC(C)c2ccccc2)C(Cl)(Cl)Cl)cc1F (stereo unspecified)	96	3	91	103	-1	102	105	-4
CC(C)c1cc(C(C)C)c(S(=O)(=O)N2c3ccccc3[C@@]3(Br)C[C@H]4C(=O)N[C@@H](Cc5ccccc5)C(=O)N4[C@@H]23)c(C(C)C)c1	95	-6	90	90	-1	100	103	2
N#Cc1cc2c(nc1Cl)CCCC2	104	-8	101	99	-2	103	95	-2
O=C(CSc1nc2ccsc2c(=O)n1CC1CCC(C(=O)O)CC1)c1ccc(F)cc1 (stereo unspecified)	880*	2	259*	215*	1	74	224*	2
O=C(Nc1nc2ccccc2s1)c1cc(-c2ccccc2)nn1-c1ccccc1	103	-3	106	98	21	104	99	3
Cc1ccc(C)c(NC(=O)/C(C#N)=C/c2ccc[nH]2)c1	109	5	100	104	44	116	110	3
N=c1c2c3c(sc2nc2n1CCCCC2)CCCC3	104	2	110	109	6	105	107	-8
CN(C)S(=O)(=O)c1ccc(N2CCCC2)c(C(=O)Nc2cccc(F)c2)c1	98	4	91	85	1	96	82	-3
O=C(NCc1nc2ccccc2[nH]1)C1=C[C@H](c2csc3ccccc23)C[C@H](OCc2ccc(CO)cc2)O1	88	-9	112	93	8	99	115	-1
CCCOc1ccc(C(=O)Nc2cccnc2)cc1	105	1	105	92	7	101	89	8
CCS(=O)(=O)Nc1ccc(C(=O)c2ccccc2)cc1	98	3	104	97	-1	98	97	0
Cc1ccc(C2=NS(=O)(=O)N(C)C(C(=O)Nc3cc(C)n(CC(=O)N4CCCCC4)n3)=C2)cc1	101	6	103	112	1	105	114	-5
CC(=O)c1cnc(Oc2cc(Cl)ccc2Cl)nc1C	103	2	100	101	3	103	97	2
CC(C)(C)N(C(=O)Cn1nnc(-c2ccc(F)cc2)n1)C(C(=O)NC1CCCC1)c1ccncc1 (stereo unspecified)	101	2	102	103	0	101	99	9
CC(=O)c1cccc(NC(=S)NC(=O)c2cncc(Br)c2)c1	109	0	99	94	30	104	103	9
Cc1cc(C)cc(N2CC(C(=O)Nc3cc(C)on3)CC2=O)c1 (stereo unspecified)	101	-3	97	97	3	98	90	-8
COc1ccc(OC)c(C2/C(=C(\O)c3ccc4c(c3)OCCO4)C(=O)C(=O)N2CC2CCCO2)c1 (stereo unspecified)	101	-43	105	89	0	99	80	-12
O=C(O)c1ccc(N2Cc3ccccc3C2)cc1O	114	-39	105	99	4	106	110	-12

Some values from the results shown:
Under proCasp7 act, Cc1cc(C)cc(N2CC(C(=O)Nc3cc(C)on3)CC2=O)c1 (stereo unspecified) is entered as -3
Under MEP2-GFP yeast, O=C(O)c1ccc(N2Cc3ccccc3C2)cc1O is entered as 114
Under proCasp7 act, COc1ccc(OC)c(C2/C(=C(\O)c3ccc4c(c3)OCCO4)C(=O)C(=O)N2CC2CCCO2)c1 (stereo unspecified) is entered as -43

(continued)
SMILES	MEP2-GFP yeast	proCasp7 act	CIT2-GFP yeast	AGP1-GFP MLPCN	AHR act	RPL19A-GFP yeast	LAP4 TOR yeast	procasp3 activ
Cc1nc(CSc2ccc(Cl)cc2)cc(NCc2ccccc2)n1	94	1	88	91	-1	93	93	-2
COc1ccccc1NC(=O)CN(C)S(=O)(=O)c1cc(C)ccc1OC	95	3	88	·	-3	93	93	2
CCOC(=O)/C(C#N)=C/Nc1ccccc1NS(=O)(=O)c1ccc2c(c1)OCCO2	110	-4	107	117	14	109	117	6
OC(CNC1CCCCC1)CNC1CCCCC1	103	4	101	101	-3	110	98	-6
COc1ccc(C/C(=N\OC(C)=O)c2ccc(OC)cc2)cc1	110	1	91	97	5	98	104	0
COc1ccc(C)cc1S(=O)(=O)N(C)CC(=O)NC1CCCCC1	101	2	100	105	2	100	99	-1
CN(Cc1ccc(F)cc1)C(=O)c1ccc(NS(=O)(=O)c2ccccc2)cc1	99	7	102	104	1	98	107	17
O=C1CCN(S(=O)(=O)c2ccccc2)CCN1CCOCc1ccc(F)cc1	190*	6	108	108	4	81	179*	-2
CN(Cc1cnn(C)c1)C(=O)c1cc(COc2c(F)cccc2F)on1	99	0	95	99	0	96	99	0
CC(=O)N/N=C\c1ccccc1OC/C=C/c1ccccc1	102	·	80	85	·	115	80	·
O=C(NCCO)C(=O)NCC1OCCCN1S(=O)(=O)c1cc(F)ccc1F (stereo unspecified)	96	0	93	107	3	89	107	4
N#Cc1ccccc1OCC(=O)NC(N)=O	107	7	90	98	7	95	·	-13
CCOCCCNC(=O)c1ccc(-n2c(=S)[nH]c3ccccc3c2=O)cc1	111	2	103	107	2	98	107	1
Cc1c(Cl)cccc1N/C(SCC(=O)N1CCCCCC1)=C(/C#N)c1nc2ccccc2s1	103	-5	95	94	22	101	89	-4
COc1ccc(N(CC(=O)N/N=C/c2ccc(N(C)C)cc2)S(=O)(=O)c2ccccc2)cc1	101	-6	94	98	17	99	104	-1
COC(=O)c1ccc(C2c3c(n[nH]c3C)C(=O)N2c2ccc(C)cc2)cc1 (stereo unspecified)	99	-2	102	105	-3	99	102	-1
Cc1c(NC(=O)/C=C/c2cn(-c3ccccc3)nc2-c2ccc(F)cc2)c(=O)n(-c2ccccc2)n1C	108	-6	97	98	-1	97	108	5
Cc1ccc(C(=O)NCc2ccco2)cc1Br	108	3	98	98	-2	101	118	-7
CCC(=O)c1cc(F)c(N2CCN(S(=O)(=O)c3ccccc3)CC2)cc1C	96	-6	86	95	-3	95	113	15
O=c1[nH]c(C2CCN(S(=O)(=O)c3ccc([N+](=O)[O-])cc3)CC2)nc2c1nnn2Cc1ccccc1	104	12	113	100	1	103	105	-4
O=C(N/N=C/c1sc(N2CCOCC2)nc1-c1ccccc1)c1ccccc1O	109	-11	106	103	6	103	104	7
CCOC(=O)C(CCCOc1ccc(C)cc1)C(=O)OCC	99	-2	90	96	0	98	97	6
Cc1ccc(Nc2c(-c3ccc(N(C)C)cc3)nc3ncccn23)cc1	92	3	92	102	11	96	108	1
O=C1c2ccccc2C(Nc2ccc3c(c2)OCCO3)N1Cc1ccccc1 (stereo unspecified)	102	9	97	101	-2	98	105	13
O=C(COC(=O)c1ccc2ccccc2n1)NCc1ccccc1	91	2	95	88	9	96	88	-8
O=C(NCC1CCCO1)C1CCN(S(=O)(=O)N2CCCC2)CC1 (stereo unspecified)	98	-8	101	107	-1	100	105	5
O=C(c1cc(Cl)ccc1OCc1ccccc1)N1CCOCC1	100	4	·	98	3	106	80	3
CCc1c(C)sc2nc3c(C(=O)N4CCOCC4)cc(C(=O)c4ccccc4O)cn3c(=O)c12	92	-10	93	99	-3	94	96	3
CCCS(=O)(=O)c1c(S(=O)(=O)CCC)c2c(N)cccn2c1C(=O)c1ccccc1	97	-7	90	93	0	93	98	-3
Cc1ccc(CS(=O)Cc2ccc(C(=O)N3CCN(c4ccccc4)CC3)o2)cc1 (stereo unspecified)	102	-1	105	98	4	100	106	-6
COc1ccc(C(=O)NCC(=O)OCC(=O)NC23CC4CC(CC(C4)C2)C3)cc1	103	9	104	118	0	111	124	-3
C/C(Cl)=C/Cn1c(NCCCn2ccnc2)nc2c1c(=O)[nH]c(=O)n2C	?	9	?	·	12	79[may fluoresce violet]	?	0
Cc1ccc(CNC(=O)CN2C(=O)COc3ccc(C)cc32)cc1	100	10	95	96	-7	98	103	-3
Cc1ccc(NC(=O)Cc2ccc(-c3ccccc3)cc2)nc1	97	-6	97	91	1	93	87	-4
CCn1c(SCC(=O)NC(=O)Nc2ccc3c(c2)OCCO3)nnc1-c1cccs1	89	8	84	88	10	89	89	-1
CN(C)c1cc(NC(=O)CNC(C)(C)C)c2ccccc2n1	94	2	87	84	21	101	91	-3
CCOC(=O)c1c(NC(=O)CSc2nnnn2-c2ccc(OC)cc2)sc(C)c1C	100	-18	104	101	9	98	108	-9
CCN1CCN(c2ccc(S(=O)(=O)N3CCOCC3)cc2NC(=O)C(C)Oc2cccc(Cl)c2)CC1 (stereo unspecified)	102	4	94	109	0	102	101	-4
COc1cc(NC(=O)CN(c2ccc(C)cc2)S(=O)(=O)c2c(C)nn(C)c2C)cc(OC)c1	108	-5	100	108	5	102	108	2
Cc1ccc(NC(=O)c2ccc(OC(=O)c3ccco3)cc2)cc1	98	-4	102	100	4	97	94	4
Cc1ccc(NC(=O)CSCC(=O)Nc2ccc(N3CCOCC3)c(Cl)c2)cc1	103	6	103	104	2	96	103	10
O=C(COC(=O)c1ccc([N+](=O)[O-])cc1)Nc1ccc(Cl)cn1	92	3	102	91	2	90	89	17
Cc1nc(SCCC(=O)O)c2ccccc2n1	100	2	99	100	2	97	96	10
O=C(Nc1ccc(Cl)cc1)NC1CCCCC1	105	-2	102	108	1	105	108	-3
COc1ccccc1C(=O)NCCC(=O)NCCC12CC3CC(CC(C3)C1)C2	105	-5	101	100	-2	103	97	4
N#CC1=C(N)OC2=C(C(=O)CCC2)C12C(=O)N1CCCc3cccc2c31 (stereo unspecified)	123	8	100	94	3	96	97	3
Cn1c(SCC(=O)Nc2ccc3c(c2)OCCO3)nnc1-c1cccnc1	98	-4	94	100	11	99	97	-5
Cc1cccc(NC(=O)c2ccc3ccccc3n2)n1	104	1	97	99	82*	99	104	2
CCOC(=O)c1sc(NC(=S)NC(=O)c2cccc(OC)c2)nc1C	104	2	88	96	14	105	84	2
COc1ccc(Cc2nnc(NC(=O)C3CC(=O)N(CCc4ccc(F)cc4)C3)s2)cc1OC (stereo unspecified)	104	7	91	100	-3	102	96	2

Continuation:
SMILES	MEP2-GFP yeast	proCasp7 act	CIT2-GFP yeast	AGP1-GFP MLPCN	AHR act	RPL19A-GFP yeast	LAP4 TOR yeast	procasp3 activ
COc1ccc(N2CCN(S(=O)(=O)c3ccc(Br)s3)CC2)cc1	105	4	111	111	2	106	127	-5
Cc1ccc(-c2noc(CCC(=O)NCCc3ccccc3Cl)n2)cc1	98	7	92	95	0	94	98	3
NC(=O)CN1CCOCCOCCOCCOCCOCC1	103	8	106	104	0	101	92	1
COc1ccc(NC(=S)NC(=O)c2cncc(Br)c2)c(OC)c1	108	-9	101	88	12	106	92	0
CCN(Cc1ccc(OC)c(F)c1)C(=O)C1CCCO1 (stereo unspecified)	105	3	104	102	0	107	104	5
